Screens as filed in PubChem.
SENP1 FRET inh: SENP1 (human) catalytic domain inhibition | 0.21% of 360,000 active | Q9P0U3 | recombinant SENP1 catalytic domain, CyPet-SUMO1-YPet FRET cleavage | AID 624204 | inhibition, % at 10 µM;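 active = inhibition at least 30% at 10 µM, raw YFP signal under a set limit, fluorescence ratio 0.5 to 1.5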;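 note: 0% = enzyme with DMSO and 100% = no enzyme wells; some results filed as inactive read as strong as hits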
Target sequence (Q9P0U3 419-644 limits assumed): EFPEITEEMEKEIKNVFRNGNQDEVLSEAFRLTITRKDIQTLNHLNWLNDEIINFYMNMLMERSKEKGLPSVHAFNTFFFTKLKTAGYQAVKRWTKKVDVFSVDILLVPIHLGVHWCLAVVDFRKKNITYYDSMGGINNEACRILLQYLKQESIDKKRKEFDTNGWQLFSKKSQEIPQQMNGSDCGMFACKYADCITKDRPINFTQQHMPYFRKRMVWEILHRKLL
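Controls: no-enzyme wells low, DMSO-plus-enzyme wells high control. Test system: human recombinant His6-tagged SENP1 catalytic domain enzyme. Reagent: SFCypet-SUMO1-SFYpet FRET protein substrate, 25 nM final. Doses: one dose per compound, 10 µM, 0.5% DMSO. Detection: FRET, CFP and YFP emission. Timing: 50 min reaction at room temperature.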
PfGluPho inh: PfG6PD (Plasmodium falciparum) enzyme inhibition; inhibition, % at 20 µM; PfGluPho enzyme, NADPH resazurin-diaphorase fluorescence; 0.78% of 350,000 active;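 active = inhibition reaching at least a set limit at 20 µM in the primary screen, cut at about 59% in these data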;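 note: 0% = DMSO wells with substrate and 100% = DMSO wells lacking glucose-6-phosphate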
SENP7 inh: SENP7 protease inhibition; Q9BQF6; 1.5% of 330,000 active; AID 434973; recombinant SENP7, Z-RLRGG-aminoluciferin luminescence, 40 min; inhibition, % at 5 µM;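 active = inhibition above about 50% at the single test dose, limit read from the data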;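 note: plate controls were DMSO with enzyme for no effect and no enzyme buffer wells for full effect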
SENP8 block-1: blocks the human protease SENP8 | AID 2540 | inhibition, % at 10 µM | Q96LD8 | purified SENP8, Z-RLRGG-aminoluciferin cleavage, luminescence | 1.2% of 330,000 active; in the data active = inhibition above about 50%
Target sequence (Q96LD8 whole entry, looked up): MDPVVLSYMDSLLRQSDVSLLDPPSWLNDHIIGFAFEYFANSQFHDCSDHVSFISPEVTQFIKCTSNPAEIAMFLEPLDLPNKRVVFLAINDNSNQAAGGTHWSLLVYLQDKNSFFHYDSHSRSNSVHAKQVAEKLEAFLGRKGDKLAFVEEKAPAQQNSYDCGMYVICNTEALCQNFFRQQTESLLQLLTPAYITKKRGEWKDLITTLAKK
HKDC1 inhibitor: inhibitors of human hexokinase HKDC1; Q2TB90; recombinant HKDC1, G6PDH/diaphorase resazurin coupled fluorescence; inhibition, % at 20 µM; 0.16% of 340,000 active; AID 493160;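 active = inhibition above about 35% when tested at 20 µM, limit read from the data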;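 note: plate controls were DMSO wells with enzyme for no effect and DMSO wells lacking enzyme for full effect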
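Incubation: 90 min at room temperature in dark / Material: recombinant HKDC1 (HK5) hexokinase enzyme, produced in-house / Quantity: enzyme 5 µg/mL final / Compound: one dose of 20 µM, 1% DMSO / Reagent: glucose and ATP substrates / Buffer or medium: Tris pH 8.0 buffer with MgCl2, Tween-20, BSA, BME / Technique: resorufin fluorescence at 613 nm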
SENP8 block-2: SENP8 (human) protease inhibition; 0.64% of 360,000 active; Q96LD8; inhibition, % at 20 µM; AID 602440; recombinant SENP8, Nedd8 substrate fluorescence; in the data active = inhibition mostly above about 40%, no sharp cut-off; inactive = mostly below about 27%
SENP6 block: blocks the human protease SENP6; 1.8% of 330,000 active; Recombinant SENP6 catalytic domain, aminoluciferin luminescence; Q9GZR1; inhibition, % at 10 µM; AID 2599;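 active = inhibition above about 50% at the single tested dose, limit read from the data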;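 note: plate controls were DMSO wells with enzyme for no effect and DMSO wells lacking enzyme for full effect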
Target sequence (Q9GZR1 628-1112 limits assumed): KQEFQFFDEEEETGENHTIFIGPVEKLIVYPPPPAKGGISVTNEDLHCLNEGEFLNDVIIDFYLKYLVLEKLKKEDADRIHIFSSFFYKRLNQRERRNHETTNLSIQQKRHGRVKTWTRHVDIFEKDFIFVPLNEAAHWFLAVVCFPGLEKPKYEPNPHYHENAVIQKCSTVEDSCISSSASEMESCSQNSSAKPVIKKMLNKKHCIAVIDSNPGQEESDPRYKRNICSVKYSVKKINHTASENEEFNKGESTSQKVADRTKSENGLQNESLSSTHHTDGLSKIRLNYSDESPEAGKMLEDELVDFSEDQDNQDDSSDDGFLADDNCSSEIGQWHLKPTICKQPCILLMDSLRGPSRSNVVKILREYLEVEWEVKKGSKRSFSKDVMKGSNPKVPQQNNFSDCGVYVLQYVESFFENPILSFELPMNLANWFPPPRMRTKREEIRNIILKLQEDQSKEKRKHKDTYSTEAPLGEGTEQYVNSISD
Apaf-1 inh: inhibitors of human Apaf-1 apoptosome. O14727. reconstituted apoptosome caspase-3 activity, DEVD-Rh110 fluorescence. inhibition, % at 20 µM. 0.71% of 330,000 active. AID 489030; active = inhibition of at least 40% at 20 µM;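 note: plate controls were DMSO wells for no effect and DEVD-CHO caspase inhibitor wells for full effect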
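Medium: Hepes buffer, pH 7.5 / System: biochemical Apaf-1 apoptosome reconstitution / Measured by: Rh110 fluorescence, excitation 480 nm, emission 540 nm / Times: compound with Apaf-1, dATP, procaspase-3 30 min, then 50 min reaction, room temperature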
Numbers without * were called inactive; / = not tested or not shown.

SMILES	SENP8 block-1	SENP1 FRET inh	HKDC1 inhibitor	SENP7 inh	Apaf-1 inh	SENP6 block	SENP8 block-2	PfGluPho inh
COc1ccc2c(=O)cc(CO)oc2c1	-10	-3	4	2	-10	-11	-16	-4
C=C(C)Cn1c(NCCC)nc2c1c(=O)n(C)c(=O)n2C	-6	2	-5	12	1	-11	16	-4
COC(=O)NNC(=S)Nc1ccc(Br)cc1	-4	0	1	-2	-3	2	14	-2
CCOc1ccccc1NC(=O)CN1CCCCCC1	1	1	-13	-14	2	4	2	-3
Cc1ccc(S(=O)(=O)N(C)C)cc1NC(=O)c1ccc(-n2cncn2)c([N+](=O)[O-])c1	2	1	1	3	-2	-5	0	50
CCN(CC)CC(=O)Nc1c(C#N)cnn1-c1ccccc1	-3	0	-2	2	-18	-16	16	7
c1cnc(SCCOc2ccc3c(c2)CCC3)nc1	-21	2	3	6	14	30	21	0
Clc1ccc(C2CC(c3cccs3)n3ncnc3N2)cc1Cl (stereo unspecified)	2	1	7	-3	6	-6	-54	50
CC(CCc1ccco1)NC(=O)c1cccc2c1C(=O)N(C1CCCCC1)C2 (stereo unspecified)	-3	0	-9	3	6	2	6	15
CCOC(=O)C1Oc2ccccc2C(c2ccc(C)cc2)=C1C(=O)OC (stereo unspecified)	/	-1	-1	2	20	/	-15	4
Cc1ccc(-c2c(C)nn3c(N4CCOCC4)cc(C)nc23)cc1	-6	0	-3	-7	16	-3	-55	7
O=C1c2ccccc2C2=Nc3ccccc3SC(c3ccccc3F)C12 (stereo unspecified)	1	11	5	-4	18	-5	32	45
Nc1cccc(NC(=O)CCC(=O)NCc2ccco2)c1	-6	0	-3	5	-11	-5	16	20
O=C(O)CNC(=O)/C(=C/c1ccco1)NC(=O)/C=C/c1ccccc1	5	3	0	-2	-2	17	29	9
CC(C)N(CC(N)=O)c1ncnc2sc(-c3ccccc3)cc12	-3	-23	-2	-2	4	0	-295	-10
CS(=O)(=O)c1ccc2nc(NC(=O)C3C4C=CC(C4)C3C(=O)O)sc2c1 (stereo unspecified)	-1	-1	-8	5	0	-20	33	-15
O=C(N/N=C\c1ccoc1)c1ccco1	-4	-3	-6	-2	5	-9	7	-12
CSCCC(NC(=O)c1cccc(S(=O)(=O)N2CCOCC2)c1)C(=O)Nc1ccc(F)cc1 (stereo unspecified)	-4	0	2	-11	0	-22	3	-12
Cc1ccc(-c2c(C(=O)N/N=C/c3ccncc3)nnn2-c2nonc2N)cc1	2	2	3	7	-3	20	23	7
COc1ccc(/C=C/C(=O)Nc2ccc3c(c2)CCC3)cc1OC	-6	5	-3	1	19	2	-4	10
Cc1ccc2cccc(OCCOCCOc3ccccc3Br)c2n1	5	2	-3	-8	4	-8	-118	0
CC1CCCC(C)N1CCCNC(=O)Cn1ncc2c([nH]c3ccccc32)c1=O (stereo unspecified)	0	-8	-4	1	2	-12	-19	8
C=CCSc1[nH]c(=O)cc(C)c1C(N)=O	3	1	6	3	-1	-13	6	12
CCCC(=O)Nc1c(-c2cccs2)c(=O)c2ccccc2n1C	-3	0	-9	-9	-11	-3	-54	0
COc1cc(C(=O)c2c(C)c(CCC#N)n3ccccc23)cc(OC)c1OC	-5	0	-12	-8	7	-12	14	9
CSc1ccccc1OCc1cc(C(=O)N2CCc3[nH]cnc3C2c2ccccn2)no1 (stereo unspecified)	3	-5	-7	-2	16	-6	-9	-1
COc1ccc(N2CCN(C3CCCN(C(=O)CN4CCOC4=O)C3)CC2)cc1 (stereo unspecified)	2	2	-7	-1	1	7	12	-4
O=C(CSc1ncccn1)Nc1ccc2c(c1)CCC2	2	0	-4	2	-9	0	22	15
O=C(CCc1c[nH]c2ccccc12)NCCc1ccccc1	3	0	-6	3	7	-8	13	21
Cc1ccc(C(C)C)c(OCC(=O)Nc2cccc(S(=O)(=O)NC3=NCCCCC3)c2)c1	0	0	0	-10	34	-11	11	10
COc1cc(NC(=O)c2cccs2)c(C(=O)OCC(=O)c2cc(C)n(-c3ccc(F)cc3)c2C)cc1OC	4	-1	-8	-4	-21	0	-38	-4
CCc1ccc(-c2csc3[n+]2CCN3C(C)=O)cc1	9	1	-2	-7	-17	-15	10	55
CC(OC(=O)Cc1c[nH]c2ccccc12)C(=O)N(C)c1ccccc1 (stereo unspecified)	-10	3	-2	11	9	-7	12	-6
CN(CC(=O)Nc1ccc(OC(F)(F)F)cc1)S(=O)(=O)c1cnc[nH]1	0	1	-3	-3	7	-9	3	-11
COC(=O)c1nc2n(n1)C(c1cccc(Cl)c1)C1=C(CC(C)(C)CC1=O)N2 (stereo unspecified)	0	0	-4	-2	5	-2	-4	0
COc1cccc(-c2csc(NC3OC(=O)c4c3ccc(OC)c4OC)n2)c1 (stereo unspecified)	-13	1	-3	-5	-19	-25	15	4
CCN(CC)c1ccc(/C=C/c2ccc3ccc(OC)cc3[n+]2CC)cc1	15	23	1	7	11	-12	28	1
COc1ccc(OC)c(-n2c(=S)[nH]c3cc(C(=O)NCCCN4CCCC4=O)ccc3c2=O)c1	1	/	/	1	2	1	/	/
COc1cc(/C=N/n2nnnc2N)ccc1OCC(N)=O	-10	2	6	10	-5	-12	-54	-16
C#CCOC(=O)c1cc(Cl)c(=O)n(Cc2ccc(Cl)cc2Cl)c1	-2	3	-2	8	20	-17	18	-10
CCOC(=O)C1CCN(C(=O)COc2ccc(S(=O)(=O)NC(C)C)cc2)CC1	-9	-1	-8	9	-16	-20	18	3
COc1ccc(S(=O)(=O)N2Cc3ccccc3CC2C(=O)O)cc1OC (stereo unspecified)	2	4	-4	-2	4	-6	-1	-1
COc1cccc(C(O)c2nc3ccccc3n2C)c1 (stereo unspecified)	-2	1	7	2	-19	4	8	-4
O=C(N[C@H]1C/C=C\C(c2ccc(F)cc2)N(Cc2ccccc2)C(=O)C1)OCC1c2ccccc2-c2ccccc21 (stereo partly specified)	/	-2	1	8	21	/	4	16
COCCn1c(C(C)C)nc2oc3ccccc3c(=O)c2c1=O	1	0	-2	-1	-2	-3	21	-4
Cc1ccc(NS(=O)(=O)c2cc([N+](=O)[O-])ccc2N/N=C/c2sc(N3CCOCC3)nc2-c2ccccc2)c(C)c1	-2	12	7	-5	2	4	26	-10
COc1ccc2[nH]c(C(=O)N3CCC(n4nccc4NC(=O)C4CC4)CC3)c(C)c2c1	2	3	-3	1	0	-2	-134	-1
Cc1csc(NC(=O)CCC(=O)N(CC(=O)NC2CCCC2)Cc2ccco2)n1	-10	0	-2	0	7	-4	12	8

Given field by field: entries from further up.
> O=C1c2ccccc2C2=Nc3ccccc3SC(c3ccccc3F)C12 (stereo unspecified)
  SENP8 block-1: 1	SENP1 FRET inh: 11	HKDC1 inhibitor: 5	SENP7 inh: -4	Apaf-1 inh: 18	SENP6 block: -5	SENP8 block-2: 32	PfGluPho inh: 45

> O=C(N[C@H]1C/C=C\C(c2ccc(F)cc2)N(Cc2ccccc2)C(=O)C1)OCC1c2ccccc2-c2ccccc21 (stereo partly specified)
  SENP8 block-1: /	SENP1 FRET inh: -2	HKDC1 inhibitor: 1	SENP7 inh: 8	Apaf-1 inh: 21	SENP6 block: /	SENP8 block-2: 4	PfGluPho inh: 16

> c1cnc(SCCOc2ccc3c(c2)CCC3)nc1
  SENP8 block-1: -21	SENP1 FRET inh: 2	HKDC1 inhibitor: 3	SENP7 inh: 6	Apaf-1 inh: 14	SENP6 block: 30	SENP8 block-2: 21	PfGluPho inh: 0

(more compounds)
SMILES	SENP8 block-1	SENP1 FRET inh	HKDC1 inhibitor	SENP7 inh	Apaf-1 inh	SENP6 block	SENP8 block-2	PfGluPho inh
C(#CCN1CCOCC1)COCCOC(c1ccccc1)c1ccccc1	-4	0	-6	-11	-5	-2	6	-1
O=C(NCC1CCCO1)c1cn(Cc2ccccc2)nc1-c1ccc(Cl)cc1 (stereo unspecified)	-3	-4	1	-6	1	2	4	-7
O=C(CCC(=O)N1CCN(S(=O)(=O)c2ccc3ccccc3c2)CC1)NCC(F)(F)F	2	0	-1	0	-2	-4	-1	-21
CC(C)c1nnc(NC(=O)CS(=O)(=O)c2ccccc2)s1	-5	0	-1	-3	-1	-29	11	-5
CCOC(=O)C1=C(O)/C(=C/c2ccc(OCC(=O)O)c(OCC)c2)SC1=Nc1ccccc1	-3	-92	6	-5	11	-51	-283	-5
COc1ccccc1NS(=O)(=O)c1ccc(C(=O)OCC(=O)NCc2ccco2)cc1	-3	-2	4	2	7	-8	12	1
O=C(CCNS(=O)(=O)c1ccc(OC(F)(F)F)cc1)Nc1cccc(S(=O)(=O)N2CCCC2)c1	/	-1	1	/	/	/	21	-3
CCCc1cc(=O)oc2cc(OCC(=O)Nc3ccc4c(c3)OCCO4)ccc12	-6	2	-4	-2	-15	-7	-21	4
O=C(CCn1cccc1)NCc1ccc2c(c1)OCO2	13	2	-8	0	-4	5	16	-4
CC1CCc2c(C(=O)Nc3ccc(N4CCOCC4)cc3)csc2C1 (stereo unspecified)	2	2	-8	5	5	-29	10	6
Cc1c(Cl)cccc1NC(=O)Cc1ccc([N+](=O)[O-])cc1	-2	3	-8	-5	-4	1	10	-10
Cc1ccc([N+](=O)[O-])cc1NC(=S)NC(=O)c1c(Cl)cnn1C	0	2	2	5	-1	0	6	-9
Clc1ccc(/C=N/c2c(-c3ccc(Cl)cc3)nc3n2CCS3)cc1	4	0	1	7	2	-9	0	-2
COc1ccc(N2CCN(Cc3oc(CO)cc(=O)c3O)CC2)cc1	-5	-1	-2	-12	12	12	10	5
COc1cccc(CNC(C)C(=O)Nc2ccc(S(=O)(=O)N3CCCC3)cc2)c1 (stereo unspecified)	-23	-3	-4	-22	15	-19	-7	2
CCOC(=O)[C@H]1[C@H]2COc3ccc(Cl)cc3[C@@H]2N2C(=O)c3cc(C)ccc3NC(=O)[C@@]12C	-14	1	-4	8	25	-22	13	9
CCc1ccccc1NC(=O)CN(C)C(=O)CSc1nc2cc(Cl)ccc2s1	-9	3	-2	-6	2	3	13	11
Cc1nc2cc(-c3ccccc3)nn2c(C)c1CCC(=O)NCc1ccco1	-5	2	8	6	3	-12	-379	-8
NS(=O)(=O)c1cc(C(=O)O)c(NCc2ccco2)cc1Cl	-6	2	-1	-4	3	-6	-3	9
COC(=O)[C@H](C)NC(=O)Nc1ccc(OC)c(OC)c1	5	0	4	7	-2	-9	26	-7
COc1ccc(C2NC(=O)C(C#N)=C(S)N2c2cccc(C)c2)cc1OC (stereo unspecified)	-13	-1	3	-5	13	-29	-10	-3
CC(=O)NC(C)C(c1cccs1)N1CCN(c2ccccc2)CC1 (stereo unspecified)	-3	-1	10	-4	-1	-35	14	-17
COc1ccc(CNC(=O)[C@H](C)N2C(=O)N3CCc4c([nH]c5ccccc45)[C@@]3(C)C2=O)cc1OC	-2	2	-2	4	-5	-3	51*	-5
COc1ccc(/C=N/Nc2ccc(C(F)(F)F)cc2[N+](=O)[O-])cc1O	-4	5	-8	-11	-1	-8	32	-2
CCOC(=O)/C(C#N)=C/c1c(N2CCN(c3cccc(Cl)c3)CC2)nc2c(C)cccn2c1=O	5	-31	1	-2	16	-16	17	-16
C=CCN(CC=C)C(=S)Nc1ccc2nsnc2c1	46	-24	3	26	96*	75*	-211	7
C=CCN(C(=O)CCS(=O)(=O)c1cccc2nsnc12)c1ccccc1	2	0	-6	-7	10	-9	-3	20
O=C(CCSc1nnc2scc(-c3ccccc3)n12)NCc1ccc2c(c1)OCO2	4	2	1	2	9	-11	3	-7
